# CSM14.1 death rescue – rescue of cells from ER stress-induced death, primary screen, 384-well, CSM14.1, thapsigargin, ATP luminescence (AID 1222). CSM14.1 thapsigargin-induced death rescue, ATP luminescence; higher % means a stronger effect. cellular ATP content (survival), % at 20 µM; hits with a dose series show EC50 in µM. 190,000 tested, under 10 active;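 active = EC50 below 50 µM in the dose-response confirmation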;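 note: death triggered by thapsigargin at about 15 µM added after 2 h compound pretreatment; cell ATP read after overnight thapsigargin exposure of roughly 18 to 22 hours; normalized against plate controls of thapsigargin alone and 5% DMSO vehicle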
# P. falciparum M17LAP – P. falciparum M17LAP inhibitors, primary screen, biochemical, fluorogenic H-Leu-NHMec substrate, 1536-well (AID 1619); one-dose inhibition, % at 30 µM; IC50 in µM for titrated hits; recombinant M17LAP, H-Leu-NHMec fluorogenic kinetic assay; higher % means a stronger effect; hit rate 0.38% among 220,000;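 active = compound inhibiting the enzyme by more than half at any dose during confirmatory dose-response retesting; inconclusive = strong single-dose inhibitors picked by rank but not retested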;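 note: plate controls were full reaction with DMSO carrier for no effect and no enzyme background for full effect; strong numbers were not always called active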
# XIAP antagonists – small molecules displacing peptide from XIAP – biochemical, IAP family, fluorescence polarization (AID 1018) | XIAP BIR domain, fluorescence polarization peptide displacement; higher % means a stronger effect | hit rate 0.007% among 200,000 | one-dose displacement, % at 20 µM; IC50 in µM for titrated hits; in the data active = displacement above about 50%; note: a part of the inactive calls stands beside numbers as strong as those of hits
# LYP inhibition – inhibitors of LYP phosphatase, biochemical, fluorescence intensity, uHTS (AID 1779); recombinant LYP phosphatase, fluorescence intensity; higher % means a stronger effect; one-dose inhibition, % at 11.5 µM; IC50 in µM for titrated hits; hit rate 0.054% among 290,000;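 note: plate controls were vehicle with enzyme for no effect and no enzyme for full effect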
# AID2073 – inhibitors of Mint1-CaV2.2 protein interaction, biochemical, HTRF (AID 2073) | HTRF protein-protein interaction, Mint1-CaV2.2; higher % means a stronger effect | hit rate 0.19% among 290,000 | one-dose inhibition, % at 20 µM; IC50 in µM for titrated hits; in the data active = inhibition mostly above about 51%, no sharp cut-off; inconclusive = no clear call, values can overlap the other calls; inactive = mostly below about 53%; note: some results filed as inactive read as strong as hits
# SIAH1 antagonists – blockers of Siah-1 interaction with plectin peptide – biochemical, fluorescence polarization, rhodamine-plectin, uHTS, primary screen (AID 1817) | displacement, % at 20 µM; hits with a dose series show IC50 in µM | Siah-1 / rhodamine-plectin peptide fluorescence polarization; higher % means a stronger effect | hit rate 0.02% among 290,000;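 active = displacement of at least 50% at 20 µM, with a fluorescence ratio check between 0.3 and a set limit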;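 note: plate controls were Siah plus tracer with DMSO for no effect and tracer alone without Siah for full effect; strong numbers were not always called active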
# Hep lipid drop – modulators of hepatic lipid droplet formation. AML12 mouse hepatocytes, oleate lipid droplets, BODIPY imaging. inhibition, % at 6.5 µM. hit rate 0.4% among 240,000. AID 1656;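 active = lipid droplet intensity inhibited by at least 50%, with more than 500 cells counted; inconclusive = wells with under 300 cells, treated as cytotoxic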
#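 Material – AML12 mouse liver cells · Also added – oleate loading, 100 µM · Compound dosing – 6.5 µM single-point dosing · Times – overnight treatment with compound plus oleate · Measured by – fluorescence imaging, 20x objective, two fields per well · Read-out – percent inhibition of filter-corrected integrated lipid droplet intensity per well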
# HEK293 NOD2/NF-kB – inhibition of NOD2-driven NF-kB reporter – cell-based, luminescence, uHTS, HEK293 (AID 1566). HEK293 NOD2/NF-kB luciferase reporter, luminescence; higher % means a stronger effect. inhibition, % at 4 µM; hits with a dose series show EC50 in µM. hit rate 0.63% among 290,000; note: many of its hits are not listed in these tables
# P. falciparum M1AAP – malaria alanyl aminopeptidase activity blockers – biochemical, fluorogenic H-Leu-NHMec substrate, 1536-well (AID 1445); inhibition, % at 30 µM; hits with a dose series show IC50 in µM; hit rate 0.42% among 220,000; recombinant M1AAP, H-Leu-NHMec fluorogenic kinetic assay; higher % means a stronger effect;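 active = primary inhibition above the hit cutoff, then over 50% inhibition at one or more dose response concentrations, cut at about 23% in these data, passing the limit was not always enough; inconclusive = conflicting primary data, or primary hits not chosen for dose response; inactive = low primary inhibition, or under 50% at every dose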;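 note: plate controls were DMSO full reaction for no effect and no enzyme background for full effect; strong numbers were not always called active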
# Hep lipid drop cells 6.5 µM – also measured in Hep lipid drop; calls as there; cell count; measured here: cell count, cytotoxicity flag;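 cells counted across two imaged fields per well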
# The depositor's hits bear a star; ? = inconclusive; / = not tested or not shown. Cut-off read from the data, not from the text of the source, unless noted: active = inhibition above about 50%; inactive = the rest.
SMILES | CSM14.1 death rescue | P. falciparum M17LAP | XIAP antagonists | LYP inhibition | AID2073 | SIAH1 antagonists | Hep lipid drop | Hep lipid drop cells 6.5 µM | HEK293 NOD2/NF-kB | P. falciparum M1AAP
COC(=O)c1ccc2c(c1)S(=O)(=O)NC(=NCCCN1CCOCC1)S2 | -1.2% | 13% | -5.9% | -6% | ? | 1% | / | / | 9% | 17%
COc1ccccc1C(=O)NC(=S)Nc1cc(C(=O)O)ccc1C | -0.3% | 9% | 0.7% | -4% | 6% | 5% | -18 | 633 | -9% | 4%
COc1cc2c(cc1NC(=O)/C=C/c1ccc([N+](=O)[O-])cc1)oc1ccccc12 | -3.3% | -2% | -3.4% | -13% | 17% | -4% | -1 | 644 | 21% | 7%
O=c1[nH]cc(COCc2ccccc2)c(=O)[nH]1 | -0.1% | 2% | -0.1% | -7% | -1% | 1% | 4 | 766 | -2% | -2%
O=C(c1ccc2c(Cl)c3c(nc2c1)CCCC3)N1CCN(c2ccc(F)cc2)CC1 | -1.1% | 12% | -4.4% | 9% | 9% | -5% | -25 | 677 | 22% | 6%
CC1Sc2ccc(S(=O)(=O)CCC(=O)NC3CCCCCC3)cc2NC1=O (stereo unspecified) | / | / | / | -8% | 1% | 3% | 9 | 801 | 18% | /
O=S(=O)(NCc1ccccn1)c1ccc2c(c1)OCCO2 | / | 8% | -2.5% | 0% | 1% | 2% | -17 | 644 | -2% | -5%
COC(=O)c1ccc(NC(=O)CSC2=NC(=O)C(c3ccccc3)C(=O)N2)cc1 (stereo unspecified) | -0.2% | 31% | -2.1% | -4% | -2% | 0% | 11 | 727 | -11% | 6%
Cc1nc(Cl)c(S(N)(=O)=O)c(C)c1Cl | 0.0% | -1% | -1.0% | -6% | 0% | 8% | 8 | 780 | 5% | 0%
COc1ccc(N2CCN(C(=O)c3cc4c(s3)-c3ccccc3OC4)CC2)cc1 | / | / | / | -5% | 9% | -4% | 2 | 736 | 1% | /
Cc1cc(NC(=O)CSc2nc3ccccc3n2CC(=O)N2CCC(C)CC2)no1 | -1.7% | 8% | -9.0% | -9% | 9% | -2% | 0 | 765 | 8% | -10%
COc1ccc(-n2cc(CNCCCn3ccnc3)c(-c3ccccc3Cl)n2)cc1 | -3.6% | 11% | -3.1% | -9% | -4% | -3% | -5 | 691 | 28% | -6%
COc1ccccc1Nc1ccc([N+](=O)[O-])cn1 | 1.2% | 9% | -1.1% | -3% | 5% | -2% | 0 | 691 | -4% | 13%
N=c1c(C(=O)NCc2ccco2)cc2c(=O)n3ccccc3nc2n1C1CCCC1 | / | / | / | -20% | 39% | -9% | 3 | 796 | 4% | /
COc1ccc(C2=NN(C(=O)c3ccccc3C(=O)O)C(c3ccccc3O)C2)cc1 (stereo unspecified) | / | / | / | -8% | 6% | -3% | -32 | 777 | 10% | /
COc1ccccc1/C=N/NC(=O)c1ccccc1Cl | 2.4% | 1% | -1.0% | 0% | 5% | 22% | 10 | 684 | 17% | 12%
CCN(CC)C(=O)Cn1c(=O)n(-c2ccc(CC(=O)NCc3ccccc3)cc2)c(=O)c2sccc21 | -0.7% | 8% | -3.6% | 5% | 14% | -4% | 7 | 757 | 4% | 2%
Cc1ccc(N2CC(c3nc4ccccc4n3C)CC2=O)cc1 (stereo unspecified) | / | 0% | / | -6% | 3% | 13% | -9 | 650 | 3% | 0%
O=C(c1ccc(O)cc1)c1ccc(Cl)cc1 | -3.8% | 19% | -2.4% | 0% | -1% | 22% | / | / | -12% | -1%
NC(N)=NS(=O)(=O)c1ccc(N/C=C\C(=O)c2ccncc2)cc1 | 1.5% | 13% | -8.5% | -10% | -10% | -7% | -4 | 682 | -24% | 6%
O=C(c1ccc(F)cc1)C(C(=O)N1CCCCC1)n1ccccc1=O (stereo unspecified) | 0.5% | 26% | -5.5% | -2% | 4% | 3% | 0 | 726 | 4% | 6%
CCOC(=O)CSc1nnc(CNc2ccccc2Cl)n1-c1ccccc1 | 0.3% | -3% | -1.8% | -3% | ? | 1% | / | / | 8% | 1%
Cc1cccc(NC(=O)c2cc[n+]([O-])cc2)c1C | / | / | / | -7% | 22% | 4% | -3 | 751 | -7% | /
CCCC(=O)Nc1c(-c2cccc(OC)c2)c(=O)c2ccccc2n1C | / | / | / | 2% | 14% | -1% | -8 | 827 | 4% | /
CCOc1ccc(N/C=C/C(=O)c2ccccc2)c([N+](=O)[O-])c1 | -4.4% | -4% | -0.6% | 6% | -1% | 7% | -1 | 696 | -71% | 2%
Cc1nn(-c2ccccc2)c(C)c1NC(=O)COC(=O)c1ccc(O)cc1O | / | / | / | -2% | -10% | 4% | 7 | 698 | 13% | /
COc1ccc(/C=C2/SC(=S)N(n3c(C)ccc3C)C2=O)cc1 | -1.3% | 2% | -5.9% | -2% | -24% | -5% | -6 | 804 | 7% | 0%
CC(=O)/C(N=Nc1c(C)n(C)n(-c2ccccc2)c1=O)=C(\C)O | / | 11% | -11% | -1% | 42% | -2% | -4 | 700 | 13% | 1%
CCc1nnc(NC(=O)CCC(=O)N2CCN(c3cccc(Cl)c3)CC2)s1 | / | / | / | -6% | 14% | 1% | -1 | 740 | 6% | /
COc1cc(OC)c(NC(=O)c2sc3ncn(CC(=O)N4CCOCC4)c(=O)c3c2C)cc1Cl | / | / | / | -1% | 17% | 4% | -21 | 685 | 18% | /
O=C(Nc1ccccc1NC(=O)c1c(F)c(F)c(F)c(F)c1F)c1c(F)c(F)c(F)c(F)c1F | / | 8% | -2.3% | -10% | 3% | -1% | 3 | 674 | 6% | 6%
O=C(CCOc1ccccc1)Nc1ccc([N+](=O)[O-])cc1 | -1.1% | 14% | -5.7% | -3% | 3% | -1% | 0 | 692 | -20% | 7%
OCCN1CCN(C2Cc3cc(Cl)ccc3Sc3ccc(Cl)cc32)CC1 (stereo unspecified) (tested in a mixture with another compound) | -5.0% | 4% | 1.6% | -4% | 1% | 27% | -2 | 723 | 10% | 2%
COc1ccc(NC(=O)C2CCCC2)cn1 | -4.3% | 5% | 3.8% | -3% | -2% | -3% | 14 | 695 | 5% | 3%
C/C(=C\C(=O)C(F)(F)F)Nc1ccc(C)cc1 | 0.7% | 1% | 0.2% | -9% | 2% | 3% | 2 | 688 | 8% | 0%
Cc1ccccc1Nc1ncc(C#N)c(N)n1 | / | -6% | / | -6% | -26% | -2% | 7 | 758 | -8% | 10%
COC(=O)N/N=C/c1cn(CCOc2ccccc2OC)c2ccccc12 | / | / | / | -2% | 7% | 0% | / | / | 4% | /
Cc1ccc(-c2nnn(CC(=O)N(CC(=O)NC3CCCC3)c3cnc4ccccc4c3)n2)o1 | -2.1% | 1% | -19% | -1% | 4% | 1% | 11 | 754 | 10% | 11%
COc1ccccc1NC(=O)c1ccc2c(c1)nnn2C | -1.1% | 18% | 16% | -5% | 4% | 4% | -6 | 703 | 13% | 1%
Cc1cc(Cl)c2oc(C(=O)N3CCN(C4CCS(=O)(=O)C4)CC3)c(C)c2c1 (stereo unspecified) | / | / | / | -12% | 0% | 3% | -12 | 765 | -1% | /
COc1cc(NC(=O)Cc2ccccc2)ccc1NC(=O)c1ccco1 | 2.4% | 17% | -2.3% | -8% | -3% | 0% | / | / | 6% | 5%
COc1ccc(C(=S)Nc2ccc(N(C)C)cc2)cc1 | -3.4% | -2% | -2.0% | -3% | -2% | 1% | 0 | 787 | -99% | -1%
Cc1onc(-c2ccccc2)c1C(=O)N/N=C/c1ccc([N+](=O)[O-])c(O)c1 | / | / | / | -3% | 2% | 4% | 3 | 843 | 18% | /
Brc1ccc(-n2c(SCc3nc4ccccc4[nH]3)nnc2-c2ccncc2)cc1 | 3.9% | -9% | -3.9% | -5% | -9% | 8% | -25 | 670 | 10% | 18%
O=C(COC(=O)c1c(Cl)cccc1Cl)Nc1ccccc1Br | -0.8% | 18% | -2.6% | -4% | -4% | 9% | 12 | 639 | -13% | -1%
Cc1cc(NS(=O)(=O)c2cc(Cl)sc2Cl)no1 | / | / | / | -4% | 3% | 2% | / | / | -4% | /
O=C(Nc1ccccc1)c1sc(Cl)nc1-c1ccccc1 | 14% | 1% | -1.4% | -5% | 6% | 5% | 7 | 650 | 18% | 0%
CC(=O)Nc1ccc(C2=NNC(=NCC3CCCO3)SC2)cc1 (stereo unspecified) | 2.0% | 0% | -3.5% | -2% | 30% | 1% | 13 | 658 | 12% | 0%

# Entries above that have a furan ring, fused or not:
SMILES | CSM14.1 death rescue | P. falciparum M17LAP | XIAP antagonists | LYP inhibition | AID2073 | SIAH1 antagonists | Hep lipid drop | Hep lipid drop cells 6.5 µM | HEK293 NOD2/NF-kB | P. falciparum M1AAP
COc1cc2c(cc1NC(=O)/C=C/c1ccc([N+](=O)[O-])cc1)oc1ccccc12 | -3.3% | -2% | -3.4% | -13% | 17% | -4% | -1 | 644 | 21% | 7%
N=c1c(C(=O)NCc2ccco2)cc2c(=O)n3ccccc3nc2n1C1CCCC1 | / | / | / | -20% | 39% | -9% | 3 | 796 | 4% | /
Cc1ccc(-c2nnn(CC(=O)N(CC(=O)NC3CCCC3)c3cnc4ccccc4c3)n2)o1 | -2.1% | 1% | -19% | -1% | 4% | 1% | 11 | 754 | 10% | 11%
Cc1cc(Cl)c2oc(C(=O)N3CCN(C4CCS(=O)(=O)C4)CC3)c(C)c2c1 (stereo unspecified) | / | / | / | -12% | 0% | 3% | -12 | 765 | -1% | /
COc1cc(NC(=O)Cc2ccccc2)ccc1NC(=O)c1ccco1 | 2.4% | 17% | -2.3% | -8% | -3% | 0% | / | / | 6% | 5%

# (further entries)
SMILES | CSM14.1 death rescue | P. falciparum M17LAP | XIAP antagonists | LYP inhibition | AID2073 | SIAH1 antagonists | Hep lipid drop | Hep lipid drop cells 6.5 µM | HEK293 NOD2/NF-kB | P. falciparum M1AAP
CC(C)CCN1C(=O)c2ccc(C(=O)Nc3ccc(Br)cc3C(=O)O)cc2C1=O | / | / | / | 4% | 10% | 23% | 12 | 821 | 7% | /
CCN(CC)c1nc2c(c(=O)n(C)c(=O)n2C)n1CC(=O)c1ccccc1 | / | 33% | / | -7% | -1% | 1% | -1 | 721 | 6% | ?
CC(C)C(=O)NC(c1ccccc1)c1cc([N+](=O)[O-])c2cccnc2c1O (stereo unspecified) | 1.4% | 40% | -34% | -2% | 27% | 10% | -42 | 554 | 18% | -3%
CCOc1ccc(NC(=O)CCn2c(=O)[nH]c3ccsc3c2=O)cc1 | -0.2% | 5% | -4.4% | -4% | -5% | 0% | 4 | 721 | 5% | 3%
Cc1cccc(NC(=O)Cn2cnc3c(oc4nc5c(cc43)COC(C)(C)C5)c2=O)c1 | -2.5% | 4% | -3.9% | -9% | 6% | -8% | 7 | 609 | -1% | -6%

# The list is partial; rates above refer to the full screens.
